Source: PubChem BioAssay
mIAP inh: inhibitors of mouse IAP, primary screen, biochemical, luminescence, uHTS. AID 2806, 2010. 0.2% of 330,000 active. inhibition, % at 10 µM. purified mouse IAP, CDP-Star luminescence, 30 min. intestinal alkaline phosphatase [Mus musculus];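 active means inhibition of at least 40% at 10 µM in the primary screen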;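 further: plate controls were DMSO with enzyme for no effect and no enzyme wells for full effect; values of inactives mirror those of a sister screen read the other way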
hIAP inh: human IAP inhibitors, primary screen, biochemical, luminescence, uHTS; Intestinal-type alkaline phosphatase (Homo sapiens), P09923; purified IAP, CDP-Star luminescence, 30 min; inhibition, % at 10 µM; 0.12% of 330,000 active; AID 2544, 2010;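 active means inhibition reaching a set limit with compound at 10 µM in the primary screen, cut at about 35% in these data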;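 further: plate controls were DMSO wells with enzyme for no effect and no-enzyme buffer wells for full effect; values of inactives mirror those of a sister screen read the other way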
Target sequence (P09923 whole entry, looked up): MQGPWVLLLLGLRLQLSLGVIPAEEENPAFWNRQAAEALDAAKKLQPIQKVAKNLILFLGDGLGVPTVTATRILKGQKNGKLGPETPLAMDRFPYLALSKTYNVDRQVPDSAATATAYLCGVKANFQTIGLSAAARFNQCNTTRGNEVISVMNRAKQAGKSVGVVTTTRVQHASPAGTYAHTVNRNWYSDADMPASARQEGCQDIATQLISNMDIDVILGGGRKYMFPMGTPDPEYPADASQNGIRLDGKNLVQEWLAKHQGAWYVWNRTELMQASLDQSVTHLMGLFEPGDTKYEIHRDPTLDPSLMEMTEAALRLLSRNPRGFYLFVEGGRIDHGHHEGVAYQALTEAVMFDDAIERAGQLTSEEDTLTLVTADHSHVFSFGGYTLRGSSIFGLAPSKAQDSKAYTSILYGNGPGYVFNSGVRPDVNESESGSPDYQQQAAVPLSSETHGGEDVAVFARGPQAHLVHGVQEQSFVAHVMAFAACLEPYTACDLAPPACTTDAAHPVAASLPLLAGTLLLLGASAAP
TIM10 inh: growth inhibitors of isogenic TIM10 control yeast, primary screen, counter-screen for tim10-1 yeast inhibitor project, luminescence, uHTS; S. cerevisiae TIM10 strain growth, BacTiter-Glo luminescence, 24 h; inhibition, % at 10 µM; 1.4% of 330,000 active; AID 463195, 2010;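 active means inhibition of 40% or more at the single tested concentration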;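 further: wild-type TIM10 isogenic control strain grown at permissive 25 °C; 0% = DMSO yeast wells and 100% = minimal medium wells without yeast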
MIN6 prolif: inducers of MIN6 beta-cell proliferation, primary screen, ATP luminescence, uHTS | MIN6 cells proliferation, ATPlite luminescence, 48 h; cells starved in 0.2% serum; 100% = growth in 10% serum | proliferation, % at 10 µM | 0.29% of 330,000 active | AID 2380, 2010;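 active means compounds whose signal lies at least 3.5 SD above the mean of all wells on their plate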;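 further: 0% = DMSO-treated cells in low-serum medium and 100% = 10% serum control; some compounds called inactive have numbers as strong as hits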
tim10-1 inh: growth inhibitors of tim10-1 mutant yeast, primary screen, luminescence, uHTS; S. cerevisiae tim10-1 ts strain growth, BacTiter-Glo, 24 h; inhibition, % at 20 µM; 2.2% of 330,000 active; AID 463190, 2010;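 active means inhibition of at least 40%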;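 further: mutant grown at 25 °C; 0% = DMSO wells with yeast and 100% = wells holding no yeast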
A3G deaminase: APOBEC3G DNA deaminase inhibitors, primary screen, biochemical, fluorescence, single-stranded DNA substrate, uHTS. 0.28% of 330,000 active. DNA dC->dU-editing enzyme APOBEC-3G (Homo sapiens), Q9HC16. AID 493012, 2011. recombinant A3G, ssDNA deamination FAM/TAMRA fluorescence. inhibition, % at 20 µM;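 active means inhibition of at least 40% at 20 µM, with no more than 30% in the related APOBEC3A deaminase screen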;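 further: plate controls were DMSO wells with A3G for no effect and wells lacking A3G enzyme for full effect; some compounds called inactive have numbers as strong as hits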
Target sequence (Q9HC16 whole entry, looked up): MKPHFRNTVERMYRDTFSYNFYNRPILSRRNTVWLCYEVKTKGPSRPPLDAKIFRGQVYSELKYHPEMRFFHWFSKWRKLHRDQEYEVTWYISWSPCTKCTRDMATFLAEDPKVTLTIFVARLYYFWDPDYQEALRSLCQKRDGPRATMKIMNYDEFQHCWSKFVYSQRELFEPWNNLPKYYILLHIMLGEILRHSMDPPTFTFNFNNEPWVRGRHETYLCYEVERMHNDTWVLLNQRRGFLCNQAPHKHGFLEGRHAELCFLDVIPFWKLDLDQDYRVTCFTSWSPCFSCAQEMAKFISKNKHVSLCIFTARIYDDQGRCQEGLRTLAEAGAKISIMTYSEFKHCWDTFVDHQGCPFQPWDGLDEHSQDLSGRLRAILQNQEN
mIAP act: activators of mouse IAP, primary screen, biochemical, luminescence, uHTS. intestinal alkaline phosphatase [Mus musculus]. muIAP, CDP-Star luminescence, 30 min; active compounds read high; 1 = vehicle-only enzyme signal, 0 = enzyme-free wells. activation factor at 10 µM. 0.24% of 330,000 active. AID 2805, 2010;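 active means activation factor of at least 2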; further: the source names both 10 and 20 µM as test concentration; values of inactives mirror those of a sister screen read the other way
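System: mouse IAP enzyme. Reagent: CDP-Star chemiluminescent phosphatase substrate. Benchmarks: DMSO wells, no-enzyme wells. Times: 30 min enzyme-substrate-compound incubation at room temperature. Detection: luminescence from enzymatic CDP-Star hydrolysis. Doses: test compounds delivered from DMSO solution.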
NLRP3 yeast inh: NALP3 inflammasome inhibitors in reconstituted yeast, primary screen, luminescence, uHTS. Yeast reconstituted NLRP3/ASC/caspase-1, beta-gal luminescence, 24 h. inhibition, % at 10 µM. 0.39% of 330,000 active. AID 2825, 2010;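 active means inhibition of 50% or more; inactive means inhibition below 50%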;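 further: plate controls were induced DMSO wells for no effect and uninduced yeast grown without galactose for full effect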
A3A deaminase: APOBEC3A ssDNA deaminase inhibitors, primary screen, selectivity assay for APOBEC3G inhibitor project, biochemical, FAM/TAMRA oligo cleavage fluorescence. DNA dC->dU-editing enzyme APOBEC-3A (Homo sapiens), P31941. AID 493011, 2011. recombinant A3A, FAM/TAMRA ssDNA deamination fluorescence. inhibition, % at 20 µM. 0.41% of 330,000 active;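 active means at least 40% inhibition at 20 µM here, with at most 30% in a related deaminase screen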;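 further: plate controls were A3A with DMSO for no effect and wells lacking A3A enzyme for full effect; some results filed as inactive read as strong as hits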
Target sequence (P31941 whole entry, looked up): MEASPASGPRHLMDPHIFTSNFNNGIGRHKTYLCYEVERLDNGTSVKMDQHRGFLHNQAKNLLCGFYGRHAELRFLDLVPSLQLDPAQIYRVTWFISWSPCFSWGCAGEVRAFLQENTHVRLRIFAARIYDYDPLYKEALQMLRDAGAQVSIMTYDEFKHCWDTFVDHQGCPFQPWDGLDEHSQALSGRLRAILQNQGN
* marks the source's active call; other numbers are inactive results.

SMILES	mIAP inh	hIAP inh	TIM10 inh	MIN6 prolif	tim10-1 inh	A3G deaminase	mIAP act	NLRP3 yeast inh	A3A deaminase
Cc1ccc(NC2CCCN(C(=O)c3cccs3)C2)cc1C (stereo not given)	5	-8	6	2	28	-10	0.95	12	-10
CC1(C(=O)OCC(=O)Nc2ncc(Cl)cc2Cl)CC1(Cl)Cl (stereo not given)	3	-13	3	1	10	-7	0.97	16	9
COc1ccccc1CNC(=O)CS(=O)Cc1nc(-c2ccc(OC)c(OC)c2)oc1C (stereo not given)	7	-37	7	4	26	-8	0.93	2	-4
CCOc1ccccc1N1CCN(C(=O)c2ccc(Cl)c(S(=O)(=O)N3CCCCC3)c2)CC1	9	21	18	0	16	-5	0.91	16	-1
Cn1c(SCC(=O)Nc2cccc(Br)c2)nnc1-c1cc2ccccc2o1	4	14	-26	-3	-2	-1	0.96	15	2
Cc1nc2ccc(NC(=O)c3cccs3)cc2c(=O)n1Cc1ccc(Cl)cc1	-1	-1	33	-2	33	-5	1	20	-3
CN(C(=O)COC(=O)c1cc(F)c(F)cc1Cl)c1ccccc1	-6	-4	-6	-3	17	-7	1.1	7	0
CCc1noc(C)c1C(=O)N(Cc1ccccc1)c1c(N)n(CCOC)c(=O)[nH]c1=O	-2	0	-1	-1	-25	-7	1	15	1
CCOC(=O)Cn1c(=NC(=O)C2COc3ccccc3O2)sc2cc(S(N)(=O)=O)ccc21 (stereo not given)	7	2	5	-1	9	-8	0.93	5	-7
O=C(NCc1cccc(Cl)c1)c1ccc2nc(N3CCOCC3)sc2c1	-34	-39	0	-2	34	-11	1.3	23	1
CCCCNC(=O)N1c2ccccc2CC1C (stereo not given)	5	14	8	0	12	-3	0.95	22	-2
COC(=O)[C@@H](NC(=O)N1CCN(C(=O)C2COc3ccccc3O2)CC1)C(C)C (stereo not given in full)	13	-12	10	0	28	-4	0.87	-3	4
CCCOc1ccccc1NC(=O)/C=C/C(N)=O	5	16	37	-6	62*	-6	0.95	33	-3
O=C(CCS(=O)(=O)c1ccc2c(c1)NC(=O)CS2)NCc1cccs1	6	3	-2	1	14	-4	0.94	7	-2
CS(=O)(=O)c1ccc(C(=O)Nc2ccc(N3CCCC3)cc2)c(Cl)c1	-3	0	-10	-1	-11	-5	1	6	-5
Cc1ccc(C(=O)Nc2nc3ccccc3[nH]2)cc1	9	-43	4	-4	-20	-4	0.91	29	1
O=C1CCCC2=C1C(c1ccco1)Nc1ccc(C(=O)c3ccccc3)cc1N2 (stereo not given)	8	4	-10	-4	-27	25	0.92	13	24
COc1ccc(OCC(=O)Nc2ccc3c(c2)nc(CCN2CCCCC2)n3C)cc1	-2	-31	7	1	12	-4	1	-1	-4
COc1cc(CO)ccc1OCC(=O)N1CCc2ccccc21	-8	30	-2	6	5	4	1.1	23	2
O=C(CSc1ccc(F)cc1)Nc1ccc(N2CCOCC2)c(Cl)c1	-10	-10	11	1	23	0	1.1	14	0
Cc1ccc2c(c1)C(CCN)C(=O)N2Cc1ccccc1 (stereo not given)	-12	-8	-2	-2	11	-2	1.1	51*	-14
NC(=O)C1CCN(C(=O)CSc2nc3ccccc3[nH]2)CC1	-6	-6	9	-1	3	-2	1.1	2	1
CCN(Cc1ccccc1)S(=O)(=O)c1cc(C(=O)OC)n(C)c1	10	13	-10	-3	-2	2	0.9	11	0
CNS(=O)(=O)c1cccc(C(=O)OCC(=O)c2ccc3c(c2)OCCO3)c1	6	2	6	-6	23	-3	0.94	10	5
COc1cccc(-c2ncc3ccccn23)c1	-6	3	1	0	6	-5	1.1	15	-4
O=C(CN1C(=O)/C(=C/c2cccc(Br)c2)SC1=S)N1CCCC1	-6	-4	0	1	-4	-7	1.1	15	-3
Cc1cc(Sc2ccc([N+](=O)[O-])cn2)ccc1Br	4	11	-7	-3	-15	-2	0.96	39	2
COc1ccc(S(=O)(=O)N2CCCN(S(=O)(=O)c3ccc(OC)cc3C)CC2)c(C)c1	-9	6	-3	-2	-1	-4	1.1	-5	-2
Cc1ccc(/C=C/c2onc(C)c2S(=O)(=O)N2CCC(C(=O)N3CCCCC3)CC2)cc1	20	5	-64	-6	-11	-5	0.81	37	-6
CCC(=O)C1CCCN(C(=O)c2cccc(OC3CCN(S(C)(=O)=O)CC3)c2)C1 (stereo not given)	11	-35	4	0	7	-2	0.89	10	1
CN(CCc1cn[nH]c1)Cc1nc(Cc2ccccc2)no1	4	-4	13	0	9	-2	0.96	5	4
Cc1ccc(COC(=O)Cc2coc3cc(O)ccc23)cc1	-2	2	-19	-2	9	-5	1	23	3
COc1ccc(C(=O)n2c(N)nc3ccccc32)cc1OC	6	-40	-9	0	-4	-1	0.94	2	-2
CN1CCC(OC(=O)c2ccc(Br)cc2)CC1	4	8	-4	1	5	-6	0.96	-5	-3
COc1ccc(OC)c(-c2nn(-c3ccccc3)cc2C(=O)NCC(c2cccs2)N2CCOCC2)c1 (stereo not given)	1	21	15	3	17	-7	0.99	19	-5
CC(C)=C(NC(=O)c1ccccc1)C(=O)N/N=C(\C)c1ccccc1O	-22	-64	2	-1	-14	-7	1.2	1	-6
CCN(CC)CCNc1nc2c(c(=O)[nH]c(=O)n2C)n1CCCc1ccccc1	0	12	-11	-2	7	-4	1	12	-2
CCOc1ccc(NC(=O)CN(C)C(=O)c2cccc3ccccc23)cc1OCC	-1	5	4	4	9	-4	1	19	-1
Cc1cc(=O)oc2cc3oc(=O)cc(C)c3cc12	1	-3	-7	-3	-21	-1	0.99	14	-2
O=C(NCC1CCCO1)c1ccccc1NC(=O)c1cccc2ccccc12 (stereo not given)	-4	-23	7	2	31	-4	1	12	4
CCOC(=O)C1CCCN(CCC(=O)Nc2ccc(Br)c(C)c2)C1 (stereo not given)	-11	-31	-7	-3	-2	-10	1.1	15	-5
Cc1ccc(C(=O)c2ccccc2C(=O)O)s1	2	5	-4	2	6	1	0.98	12	-1
O=C(CSc1nnnn1-c1cccc(O)c1)NC1CC1	1	-14	3	-1	-18	-2	0.99	5	2
COC(=O)c1ccc(CNC(=O)c2ccc3c(c2)OCCO3)cc1	5	0	4	-1	-9	-2	0.95	8	-1
Cc1ccc(/C=C2\SC(N3CCCC3)=NC2=O)cc1	-8	4	29	-1	22	-7	1.1	23	1
COC(=O)c1ccc(OCCCCN(C)Cc2ccccc2)cc1	11	7	-7	-1	5	-1	0.89	14	-2
O=S(=O)(c1ccc(S(=O)(=O)N(Cc2ccco2)Cc2ccccc2Cl)cc1)N1CCCC1	4	14	-11	-2	5	-6	0.96	-12	-5
CCN(CC(=O)Nc1ccc(NC(C)=O)cc1)C(=O)c1ccc(N2CCC(C)CC2)c([N+](=O)[O-])c1	15	6	1	2	5	-1	0.85	29	2
O=C1C=C(NCCc2ccccc2)C2(CCCCC2)O1	4	-6	10	2	22	-2	0.96	0	0
CN1CCc2nc(NC(=O)c3cccc(S(=O)(=O)N4CCc5ccccc54)c3)sc2C1	12	-16	-2	-2	23	-3	0.88	11	0
COc1ccc(NC(=O)/C(=C\c2ccc(OS(=O)(=O)c3ccc(C)cc3)cc2)NC(=O)c2ccccc2)cc1	4	-8	1	-3	4	-7	0.96	0	-4
Cc1cc(=O)[nH]c2c1c(C)nn2C1CCCC1	-2	16	-14	1	-3	-4	1	4	-1
Cn1cnnc1SCc1ccc(F)c2ccccc12	6	7	4	-2	-4	-3	0.94	2	-4
CC1CC1C(=O)OCC(=O)NCc1ccc(Cl)cc1Cl (stereo not given)	10	14	7	-4	10	-4	0.9	-2	-1
CCOC(=O)CC(=O)CSc1nc2c(sc(=S)n2-c2ccc(C)c(C)c2)c(=O)[nH]1	12	17	6	-3	5	-4	0.88	3	-3
COC(=O)[C@H]1C[C@@H]1[C@H](NC(=O)c1cc(C)on1)c1ccccc1	-9	-15	12	6	23	-7	1.1	16	0
CC(=O)NC1C(=O)N=C(SCC(=O)Nc2sc3c(c2C#N)CCCCCC3)NC1=O (stereo not given)	7	10	1	-1	6	-9	0.93	8	-2
COc1ccc(C)cc1NC(=O)C1CCN(C(=O)Cc2ccccc2)CC1	-10	8	-15	-3	19	-1	1.1	-2	-3
COc1ccccc1C(=O)N/N=C1/NC(=O)CC(C(=O)Nc2ccccc2)S1 (stereo not given)	-2	-6	-4	-2	-6	-6	1	22	-4
CSc1ncccc1C(=O)OCC(=O)N(C)C	-6	4	-5	-3	15	-4	1.1	-4	2
Later entries
SMILES	mIAP inh	hIAP inh	TIM10 inh	MIN6 prolif	tim10-1 inh	A3G deaminase	mIAP act	NLRP3 yeast inh	A3A deaminase
CCC(C)(O)C(=O)N[C@H]1CCCN1C(=O)/C=C/c1ccccc1 (stereo not given in full)	-6	-2	-7	0	-18	2	1.1	50	1
Cc1occc1-c1nnc(SCC(N)=O)o1	0	0	-13	-2	12	-1	1	-6	-1
CCN(CC)C(=O)Oc1ccc2oc(=O)cc(-c3cc4cccc(OC)c4o3)c2c1	3	8	6	-1	34	-6	0.97	12	-4
CN1CCN(C(=O)c2cc(Cl)cc(Cl)c2)CC1	11	3	8	2	-5	-3	0.89	7	1
CC(C)CN(C(=O)CSc1nnnn1-c1ccccc1)c1c(N)n(CC(C)C)c(=O)[nH]c1=O	8	2	3	-2	-5	-8	0.92	7	4
CC(C)(CNC(=O)c1ccc(S(=O)(=O)Nc2ccccc2F)cc1)N1CCOCC1	-8	0	-1	4	-1	2	1.1	10	0
O=C(Nc1ccccc1)c1ccc[n+](Cc2ccc([N+](=O)[O-])cc2)c1	6	3	-13	0	1	-1	0.94	20	0
O=C(CS(=O)(=O)Cc1ccccc1)Nc1nnc(C2CCCCC2)s1	-2	6	7	-3	-9	-5	1	15	-2
CN(Cc1ccccc1)C(=O)C1CCN(S(=O)(=O)c2cccc3nonc23)CC1	-5	3	12	0	25	-1	1.1	-3	6
O=C(COc1ccccc1)NCc1ccccc1	-2	4	14	-3	14	-11	1	0	-5
COCc1cc(=O)[nH]c2cc(NC(=O)C(F)(F)F)c(C)cc12	6	-12	3	4	-1	-4	0.94	9	1
O=C(c1ccccn1)N1CCCC(N2CCN(c3ccccc3)CC2)C1 (stereo not given)	-1	18	-3	0	4	-9	1	-7	-4
CC(C)CCOP(=O)(c1ccc(N(C)C)cc1)C(O)c1ccccn1 (stereo not given)	1	-19	-10	-3	15	-4	0.99	2	-4

3 compounds out of the list above, arranged by the value under mIAP act, low to high.
molecule,mIAP inh,hIAP inh,A3G deaminase,mIAP act,NLRP3 yeast inh,A3A deaminase
O=C(Nc1ccccc1)c1ccc[n+](Cc2ccc([N+](=O)[O-])cc2)c1,6,3,-1,0.94,20,0
Cc1occc1-c1nnc(SCC(N)=O)o1,0,0,-1,1,-6,-1
CN(Cc1ccccc1)C(=O)C1CCN(S(=O)(=O)c2cccc3nonc23)CC1,-5,3,-1,1.1,-3,6

Hits appear at their usual frequency; about 4.6% have a hit in one of these screens.
